# High-throughput results as filed in PubChem BioAssay.
# B2AR arrestin = beta2AR (human) beta-arrestin recruitment activity; actives 0.02% (n = 330,000); AID 492947; beta-arrestin recruitment to beta2AR, cell-based reporter; Potency, µM (doses to about 46.1 µM), for the others: at the highest dose activation, hits mostly activators; P07550;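 note: potency is the fitted concentration of half-maximal effect; 0% = DMSO controls and full agonism = EC100 isoproterenol or metaproterenol; nearly all actives have a fitted effect of over 65% in size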
# PTAP TSG101 blk = blocks PTAP/TSG101 interaction to inhibit HIV-1 budding; Q99816; Fluorescence polarization, FITC-PTAP peptide / Tsg101 binding; Potency, µM (doses to about 115 µM), for inactives: at the top dose activity change, negative = inhibition, hits mostly inhibitors; 340,000 tested, under 10 active; active = well fitted inhibition curve with a large enough effect in the main read-out, with a control signal flat, not every such curve was filed as active; inconclusive = small, poorly fitted or top-dose-only effect, or effect the other way, or a change in a side signal; inactive = no such curve, though single readings can be large or run the other way; note: potency is the fitted concentration of half-maximal effect; % of control where 0% means no effect
# Target sequence (Q99816 whole entry, looked up): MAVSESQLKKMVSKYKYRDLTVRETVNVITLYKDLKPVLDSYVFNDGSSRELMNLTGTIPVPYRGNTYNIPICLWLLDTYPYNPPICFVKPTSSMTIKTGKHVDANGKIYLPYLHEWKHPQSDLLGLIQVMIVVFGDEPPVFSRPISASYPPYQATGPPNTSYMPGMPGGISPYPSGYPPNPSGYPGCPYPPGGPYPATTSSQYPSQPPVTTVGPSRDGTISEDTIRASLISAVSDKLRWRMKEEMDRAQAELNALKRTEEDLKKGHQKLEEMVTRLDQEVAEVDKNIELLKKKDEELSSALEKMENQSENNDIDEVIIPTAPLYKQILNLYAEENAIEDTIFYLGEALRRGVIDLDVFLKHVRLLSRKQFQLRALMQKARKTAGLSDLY
#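 Compounds were pin-transferred onto Tsg101 binding domain (10 uM final) in HEPES pH 7.5 buffer, then FITC-PTAP peptide was added at 50 nM final. After 20 min at RT, polarization reported peptide displacement across a qHTS concentration series.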
# p53 reactivator = mutant p53 re-activation in reporter cells; H1299 p53-A138V BP100-luciferase reporter, luminescence, 24 h; Potency, µM (series often up to 92.2 µM), for the others: at the top dose activity change, positive = activation, actives largely listed as activators; actives 0.063% (n = 320,000); AID 504706; note: potency is the fitted concentration of half-maximal effect; % of control where 0% means no effect; nearly all actives have a fitted effect of over 45% in size
#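 H1299 (p53-null), stable ts p53-A138V + BP100-Luc; 1000 cells/well, Opti-MEM/10% FBS; cpd 4 pt, 1:5; 24 h, 37 deg C, 5% CO2; detection reagent 10 min RT; luminescence.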
# S-ASM inh = inhibitors of human secretory acid sphingomyelinase; placental ASM, HMU-PC fluorogenic substrate, 60 min; Potency, µM (series often up to 57.5 µM), without a hit: at the top dose activity change, negative = inhibition, most hits filed as inhibitors; actives 0.006% (n = 340,000); AID 504937; note: potency is the fitted concentration of half-maximal effect
#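 qHTS format. ASM enzyme prepared from human placenta hydrolyses the fluorogenic substrate HMU-PC0 (9 uM final) over 60 min at 37 °C after a 10 min compound preincubation.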
# TRPV1 agonist = activates the human vanilloid receptor TRPV1; actives 0.19% (n = 320,000); activation, % at 8.33 µM; Q8NER1; TRPV1-expressing cells, Fluo-8 calcium influx, agonist mode; in the data active = activation above about 80%; inconclusive = between about 30% and that limit; note: 0% is about no effect
#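 Fluo-8 calcium influx in TRPV1-expressing cells, kinetic read (ex 480/em 520 nm). Compound added and read 3 min for agonist activity, followed by capsaicin at EC20 final and 2 min further read for enhancement.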
# Eya2 inh = inhibitors of human Eya2 phosphatase activity; O00167; recombinant Eya2, OMFP fluorescence dephosphorylation (OMFP is methylfluorescein phosphate); Potency, µM (highest dose often 76.9 µM), inactives show top-dose activity, negative = inhibition, hits mostly inhibitors; actives 0.006% (n = 330,000); note: potency is the fitted concentration of half-maximal effect; % is set by controls: 0 for no effect and ±100 for the full control effect
#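 Eya2 protein (added as 0.2 uM solution) was preincubated with compound for 10 min at ambient temperature in 50 mM HEPES pH 7.5, 50 mM NaCl, 5 uM MgCl2, 0.05% BSA, 1 mM DTT. OMFP (added at 50 uM) then reacted 10 min; fluorescence read at 485/525 nm.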
# ELG1 genotox = inducers of genotoxicity in HEK293T ELG1-luciferase cells; HEK293T ELG1-luciferase reporter, luminescence, 16 h; Potency, µM (doses to about 46 µM), without a hit: at the top dose activity change, positive = activation, most hits filed as activators; actives 1.3% (n = 330,000); AID 504466; note: potency is the fitted concentration of half-maximal effect; % of control where 0% means no effect; nearly all actives have a fitted effect of over 60% in size
#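 Step 1: seed 2,000 HEK293T ELG1-luciferase cells per well. Step 2: add compound or DMSO, incubate 16 hr at 37 °C. Step 3: ONE-Glo, 30 min at room temperature, read luminescence.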
# uPA generation = cell surface uPA generation inhibition. cell surface uPA generation assay, qHTS. Potency, µM (series often up to 38.3 µM), without a hit: top-dose activity change, negative = inhibition, actives largely listed as inhibitors. actives 0.31% (n = 330,000); active = well fitted inhibition curve with a large enough effect; inconclusive = small, poorly fitted or top-dose-only effect; inactive = no such curve, though single readings can be large or run the other way; tested in mouse RAW 264.7 cells; note: potency is the fitted concentration of half-maximal effect; % is set by controls: 0 for no effect and ±100 for the full control effect; nearly all actives have a fitted effect of over 55% in size
# Integrin act MD = integrin-mediated muscular dystrophy alleviation activation; alpha7betagal myoblasts, beta-gal FDG fluorescence, 48 h; Potency, µM (top dose mostly 38.3 µM), for inactives: top-dose activation, hits mostly activators; actives 0.064% (n = 350,000); AID 624291;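 note: potency is the fitted concentration of half-maximal effect; 100% = response of the positive control SU9516; nearly all actives have a fitted effect of over 60% in size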
#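 alpha7betagal+/- myoblasts (passage 13, 250/well) treated 48 h at 37C with compounds at 1:260 dilution of DMSO stock. Lysed, then beta-galactosidase activity read as FDG fluorescence (ex 480/em 540) after 30 min, with pre-read for autofluorescence.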
# BRCA1 expr act = BRCA1 expression activation; AID 624202; Potency, µM (titrated, usually from 46.1 µM), for the others: top-dose activation, most hits filed as activators; MCF7-BRCA1-FFLuc reporter, luminescence, 48 h; response scale: scaled: vehicle 0%, 10 µM genistein 100%; actives 1.1% (n = 380,000); note: potency is the fitted concentration of half-maximal effect; nearly all actives have a fitted effect of over 80% in size; some results filed as inactive show a strong effect at the top dose
#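 MCF7 cells carrying a BRCA1-firefly luciferase reporter (2000 cells/well, phenol-red free MEM) were attached for 2 h at 37 °C, then given compounds for 48 h. Luminescence was read 15 min after luciferase reagent; activity normalized to genistein (10 microM) and DMSO.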
# USP2a inh = USP2a (human) protease inhibition; Potency, µM (titrated, usually from 38.3 µM), without a hit: at the top dose activity change, negative = inhibition, actives largely listed as inhibitors; USP2 core, Ub-CHOP2 coupled fluorogenic reporter, 485/531; actives 0.01% (n = 330,000);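 note: potency is the fitted concentration of half-maximal effect; plate controls were DMSO wells for no effect and full inhibition by NEM control for full effect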
# Target sequence (O75604 whole entry, looked up): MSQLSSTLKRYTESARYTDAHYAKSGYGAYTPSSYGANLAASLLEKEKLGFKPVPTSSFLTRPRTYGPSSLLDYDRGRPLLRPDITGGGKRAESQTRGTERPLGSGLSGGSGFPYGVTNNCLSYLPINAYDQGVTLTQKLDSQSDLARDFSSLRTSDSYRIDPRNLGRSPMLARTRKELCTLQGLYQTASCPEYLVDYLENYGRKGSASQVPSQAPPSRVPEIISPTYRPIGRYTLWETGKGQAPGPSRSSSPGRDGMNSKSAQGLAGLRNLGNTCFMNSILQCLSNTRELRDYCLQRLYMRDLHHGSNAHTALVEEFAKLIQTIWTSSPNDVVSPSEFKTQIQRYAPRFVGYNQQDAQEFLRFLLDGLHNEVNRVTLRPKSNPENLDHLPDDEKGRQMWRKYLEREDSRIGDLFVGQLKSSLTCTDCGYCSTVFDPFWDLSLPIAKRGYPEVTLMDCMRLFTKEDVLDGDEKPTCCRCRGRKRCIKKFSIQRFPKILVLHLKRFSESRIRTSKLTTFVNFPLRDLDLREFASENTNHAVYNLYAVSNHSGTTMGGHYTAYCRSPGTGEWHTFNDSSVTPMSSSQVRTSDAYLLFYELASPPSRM
#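 USP2 core (10nM final) preincubated 30min RT with compound in 20mM Tris-HCl pH 8.0, 2mM CaCl2, 2mM beta-mercaptoethanol, 0.05% CHAPS; 25nM Ub-CHOP2 plus 25nM reporter substrate added, fluorescence (Ex485/Em531) read after 60min.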
# Numbers without * were called inactive; ? = inconclusive; / = not tested or not shown; [ ] = another dose, or the depositor's remark. Unless noted, calls come from the whole dose curve; as a rule, active = well fitted curve in the direction sought with a large enough effect; inconclusive = small, poorly fitted or top-dose-only effect, or another doubt; inactive = no such curve, though single readings can be large; an effect the other way counts as inactive or inconclusive.
# Fields – TRPV1 agonist, BRCA1 expr act, Integrin act MD, PTAP TSG101 blk, Eya2 inh, B2AR arrestin, USP2a inh, p53 reactivator, S-ASM inh, ELG1 genotox, uPA generation
> CCN(CC(=O)Nc1ccc(NC(C)=O)cc1)C(=O)c1ccc(NC2CC2)c([N+](=O)[O-])c1
→ -4, -20%, 19%, -5%, -17%, -0.3%, 3%, -1%, -7%, 3%, 1%
> N/C(=N\OC(=O)CC1CCCCC1)c1cccnc1
→ 7, 24%, -8%, -5%, -27%, -0.4%, 0%, 25%, 4%, 3%, -22%
> CC(=O)N1CCC(N2CCN(c3ccccc3F)CC2)CC1
→ 0, -1%, -10%[7.66 µM], 0%, 0%, -0.1%, 1%, 9%, 4%, 3%, /
> CCCNC(=S)N1CCC(NC(=O)c2ccc(C)cc2)CC1
→ -2, 5%, 11%, -2%, -14%, -0.1%, 1%, /, 4%, -1%, 1%
> COc1ccc(C(CCN2CCCC2)c2c(OC)cc(OC)c3c(-c4ccccc4)cc(=O)oc23)cc1 (stereo not given)
→ -1, -21%, -23%, -1%, 0%, -0.5%, -5%, 1%, 1%, 1%, -11%
> Cc1[nH]c2ccccc2c1/C=N/NC(=O)Nc1ccccc1
→ 0, -23%, -11%, -7%, -1%, -0.2%, -2%, 14%, -7%, -2%, 15%
> COc1cc2ccccc2cc1C(=O)OCC(=O)N(CC(C)C)c1c(N)n(Cc2ccccc2)c(=O)[nH]c1=O
→ 1, -50%, -24%, 3%, 9%, 1.3%, 0%, -4%, 79%[activator], 1%, -11%
> COc1ccc(/C=N/n2cnc3c([nH]c4ccc(Br)cc43)c2=O)cc1CN1CCOCC1
→ 1, -51%, -11%, -2%, 12%, -0.5%, 0%, 3%, -24%, 11%, -5%
> CN(C)Cc1cc(C(C)(C)C)cc(N2CCOCC2)c1O
→ /, -11%, 6%, -2%, /, /, /, /, 5%, /, -4%
> CC(=O)Cc1nsc(NC(=O)c2cc(-c3ccc(Cl)c(Cl)c3)oc2C)n1
→ 6, 3%, 12%, -2%, -10%, 0.1%, 1%, 1%, -3%, 0%, 2%
> Cc1ccc(S(=O)(=O)CC(=O)c2ccccc2[N+](=O)[O-])cc1
→ 1, 0%, ?, -5%, -3%, 0.0%, 3%, 23%, 0%, 1%, -1%
> O=S(=O)(c1cccs1)N1CN(Cc2ccc(Cl)cc2)c2nc3ccccc3nc21
→ 0, -27%, 16%, -4%, 10%, -0.3%, 5%, -6%, -3%, 0%, 3%
> CC1Cc2ccccc2N1S(=O)(=O)c1cccc(C(=O)OCC(=O)N2CCOCC2)c1 (stereo not given)
→ /, 0%, -13%, 1%, 0%, -2.7%, 1%, 7%, 0%, 0%, -2%
> CC(C)(C)Cc1nc2ccccc2n1CCc1ccccc1
→ ?, -22%, 5%, -5%, -12%, -0.1%, 2%, -1%, 2%, 2%, 0%
> CCCCNC(=S)NNC(=O)CCn1nc(C)c(Br)c1C
→ 1, 0%, 3%, -2%, -9%, ?, 2%, 14%, 3%, -3%, /
> CCOC(=O)C1=C(SCC)c2cc3c(n2C1=O)CCCC3
→ 29, -12%, 20%, 0%, -18%, -0.7%, -5%, -4%, -18%, -10%, -5%
> COc1ccc(-c2nc(=S)c3c(n2CCN2CCOCC2)CC(C)(C)OC3)cc1
→ -3, -29%, -20%, 0%, 6%, -0.7%, -2%, -2%, 1%, 2%, -1%
> CN1C(=O)c2ccc(NC(=O)C3CCCCC3)cc2C1=O
→ 14, 3%, 8%, 3%, -3%, -0.7%, 2%, 0%, 15%, 7%, 5%
> CCCc1nc(SCC(=O)NNC(=O)c2ccc(OC)cc2)c2ccccc2n1
→ 13, -14%, -55%[inhibitor], 2%, 16%, -0.7%, 2%, ?, -5%, -2%, -6%
> O=C(NCc1ccc2c(c1)OCO2)C(c1ccco1)N(C(=O)c1csnn1)c1ccccc1 (stereo not given)
→ -1, -20%, -20%, -7%, 5%, 0.2%, 3%, -1%, 1%, -2%, 6%
> CC[C@@H](C)[C@@H](C(=O)N1CCN(C(=O)OC(C)(C)C)CC1)n1cc(CCCCNC(=O)OC(C)(C)C)nn1
→ 5, -28%, -38%, -10%, 6%, -0.9%, 0%, -4%, 4%, -12%, -4%
> Cc1ccc(CCNC(=O)c2nn(C)c3c2CS(=O)(=O)c2ccccc2-3)cc1
→ 0, 2%, 30%, -13%, 2%, 0.6%, 0%, -1%, -6%, -8%, 1%
> CCOc1cc(C(=O)CSc2nnc(CNc3ccc(Cl)cc3)o2)ccc1NC(=O)CC
→ 5, -67%, -36%, 1%, 3%, 0.1%, -11%, -39%[inhibitor], -2%, 4%, -14%
> CCOC(=O)c1cc(NC(=O)c2cccnc2)cc(C(=O)OCC)c1
→ ?, 0%, -13%, -1%, 3%, -1.4%, 2%, -1%, -3%, -13%, /
> COc1cc(/C=N/NC2=NC(C)(C)Cc3ccccc32)cc(OC)c1OC
→ 7, -29%, 2%, -5%, 8%, -1.2%, 9%, -7%, 5%, -3%, -2%
> O=C1CC(c2ccccc2)CC(O)=C1C=NCCCN1CCOCC1 (stereo not given)
→ 4, -4%, 0%, -4%, -10%, -0.6%, 1%, -7%, 3%, 1%, -4%
> CC1(C)CC(NC(=O)CC2CCCCC2)CC(C)(C)N1
→ -1, 1%, -11%, -4%, 17%, -0.4%, 1%, 2%, 2%, 2%, 0%
> O=C(CN1CCCC1)NCC12CC3CC(CC(C3)C1)C2
→ -5, 13%, -17%, -4%, 0%, -0.6%, 1%, -19%, -1%, -2%, -13%
> CSCCC(NC(=O)c1ccc([N+](=O)[O-])cc1Cl)C(=O)OCC(=O)NCC(F)(F)F (stereo not given)
→ -4, -15%, 9%, 1%, 3%, -0.5%, 4%, 5%, 5%, 1%, 1%
> COC(=O)COc1ccc(S(=O)(=O)NCc2ccco2)cc1Cl
→ -1, 4%, 3%, -4%, 6%, -0.3%, -1%, -6%, 3%, 4%, -3%
> Cc1ccc(-n2nnnc2CNC(=O)C2CC(=O)N(c3ccc(F)cc3)C2)cc1C (stereo not given)
→ -4, -4%, -11%, -2%, -16%, -0.1%, 0%, 4%, 0%, -2%, -1%
> O=C(c1cc2c(s1)CCCC2)n1cccn1
→ 3, 4%, -19%, -1%, -3%, 0.3%, 1%, 12%, -3%, 5%, 6%
> CCN(CC)C(=O)c1ccc(-c2cccs2)s1
→ 9, ?, ?, -3%, -9%, 0.1%, 6%, 8%, -2%, ?, 0%
> COc1ccc(OC)c(NC(=O)C2=C(C)Nc3ncnn3C2c2cccs2)c1 (stereo not given)
→ 0, -14%, -4%, -2%, 6%, 0.1%, 2%, 0%, 30%, 1%, 3%
> COc1ccnc(-n2cccc2C=O)c1C#N
→ -1, 1%, -18%, -1%, -12%, -0.1%, 0%, -3%, 9%, 7%, 2%
> CCC(=O)c1ccc2c(c1)OCCO2
→ -1, 4%, -19%, -5%, -11%, -0.3%, 3%, 0%, 1%, 6%, 5%
> Cc1ccc(NC(=O)CN(C)C(=O)c2ccc(Br)o2)cc1
→ -1, -4%, 2%, 0%, 2%, -0.5%, -3%, -1%, 2%, 1%, 3%
> Cc1noc(C)c1S(=O)(=O)N(CC(=O)N1CCCC1)c1ccc(C(C)C)cc1
→ 15, -20%, -16%, 0%, 6%, -0.4%, 3%, -8%, 2%, -2%, 0%
> Cc1ccc(C(=O)NNC(=O)c2ccc3ncccc3c2)cc1
→ 2, 13%, 17%, -3%, 6%, -0.3%, 0%, 12%, -3%, 0%, 9%
> CC1CCN(N=Nc2nc3c([nH]2)c(=O)n(C)c(=O)n3C)CC1
→ /, -18%, -10%, 4%, /, /, /, /, -7%, /, -3%
> CCOc1ccc(CCN2C(=S)N([C@@H](CC(C)C)CN3CCCC3CN3C(=S)NC[C@@H]3CC(C)C)C[C@@H]2Cc2ccccc2)cc1 (stereo not given in full)
→ /, -9%, 11%, -5%, /, /, /, /, -16%, /, 25%
> CCCCn1c(SCc2nc3ccccc3s2)nc2ccccc2c1=O
→ 5, -11%, -2%, -1%, 6%, -0.8%, 1%, -6%, -9%, 7%, -2%
> O=C(NCc1ccco1)c1ccc2[nH]c(=O)c(=O)[nH]c2c1
→ -1, -4%, 8%, -9%, 19%, 0.2%, 2%, 0%, 3%, 1%, -17%
> COc1ccc(C2N(c3ccc4c(c3)OCCO4)C(=O)C2(F)F)cc1OC (stereo not given)
→ 1, -11%, -9%, 1%, 1%, 0.1%, 10%, -4%, -2%, 0%, -2%

# Just TRPV1 agonist and S-ASM inh, for some of the entries so far:
Structure	TRPV1 agonist	S-ASM inh
O=C(c1cc2c(s1)CCCC2)n1cccn1	3	-3%
CCN(CC)C(=O)c1ccc(-c2cccs2)s1	9	-2%
